Screening data from PubChem.
FBW7 activator = activators of human E3 ligase FBW7; Q969H0; AID 1259310; AlphaScreen FBW7–phospho-cyclin E peptide binding, activator screen; normalized activity (activation), % at 26.1 µM; 0.13% of 650,000 active; in the data active = normalized activity above about 1.9%;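 note: purified mutant Fbw7 with reduced substrate affinity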
GPR151 activ = activates the human receptor GPR151; Q8TDV0; activation, % at 11.2 µM; PathHunter beta-arrestin GPR151 cells, luminescence; AID 1508602; 1% of 650,000 active; in the data active = activation above about 4.9%;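 note: 0% = median of compound wells and 100% = cells with positive control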
Target sequence (Q8TDV0 whole entry, looked up): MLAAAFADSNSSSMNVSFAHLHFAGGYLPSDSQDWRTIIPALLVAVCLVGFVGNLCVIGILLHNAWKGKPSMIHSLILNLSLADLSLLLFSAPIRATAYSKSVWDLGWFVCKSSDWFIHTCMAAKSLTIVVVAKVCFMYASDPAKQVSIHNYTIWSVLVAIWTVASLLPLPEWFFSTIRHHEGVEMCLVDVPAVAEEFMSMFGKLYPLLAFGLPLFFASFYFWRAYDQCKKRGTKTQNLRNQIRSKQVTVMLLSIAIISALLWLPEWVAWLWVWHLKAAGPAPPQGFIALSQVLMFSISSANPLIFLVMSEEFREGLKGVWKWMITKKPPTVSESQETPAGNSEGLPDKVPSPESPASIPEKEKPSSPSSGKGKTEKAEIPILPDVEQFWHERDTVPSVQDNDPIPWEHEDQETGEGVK
TEAD-YAP inh = TEAD-YAP interaction inhibition | HEK-TIYL cells, TEAD-Gal4/YAP UAS-luciferase luminescence | 1.4% of 640,000 active | inhibition, % at 9.12 µM; in the data active = inhibition above about 32%;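 note: 0% = median of test compound wells and 100% = reference inhibitor wells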
MITF inh = blocks human microphthalmia-associated transcription factor. O75030. AlphaScreen MITF homodimerization, bead proximity signal. inhibition, % at 2.6 µM. 0.91% of 650,000 active; in the data active = inhibition above about 50%;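 note: 0% = vehicle wells with protein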
Target sequence (O75030 whole entry, looked up): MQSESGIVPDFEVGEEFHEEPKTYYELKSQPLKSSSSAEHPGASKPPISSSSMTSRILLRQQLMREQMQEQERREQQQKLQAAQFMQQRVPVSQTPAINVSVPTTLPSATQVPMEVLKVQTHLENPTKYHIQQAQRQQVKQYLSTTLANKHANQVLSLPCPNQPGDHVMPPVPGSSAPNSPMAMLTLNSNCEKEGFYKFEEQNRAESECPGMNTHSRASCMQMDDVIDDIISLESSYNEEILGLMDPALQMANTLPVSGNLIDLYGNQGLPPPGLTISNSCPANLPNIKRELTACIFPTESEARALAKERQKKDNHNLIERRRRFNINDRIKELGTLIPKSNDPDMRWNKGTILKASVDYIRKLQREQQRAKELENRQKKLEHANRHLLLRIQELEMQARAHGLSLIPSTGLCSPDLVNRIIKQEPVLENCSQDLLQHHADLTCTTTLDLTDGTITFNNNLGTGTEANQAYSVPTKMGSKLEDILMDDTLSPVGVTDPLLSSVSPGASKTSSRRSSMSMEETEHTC
An asterisk follows results filed as active; nt = not tested or not shown; & = joins results of further samples.

SMILES,FBW7 activator,GPR151 activ,TEAD-YAP inh,MITF inh
CCCCN(C)C(=O)c1nc2ccccn2c1CN1CCN(C2CCS(=O)(=O)C2)CC1 (stereo unspecified),0.0,-1.0,-3,-1
O=C(O)/C=C/C(=O)Nc1ccccc1O,0.1,2.8,-31,8
CCOC(=O)c1c(NC(=O)c2ccc(S(=O)(=O)N(C)c3ccccc3)cc2)sc2c1CCC2,0.3,-1.5,6,11
COc1ccc(-c2nc(C(N)=O)c3[nH]c(=O)n(CCc4ccccc4)c3n2)cc1,0.0,-0.7,-5,3
C=CCn1c(SCc2nc(N)nc(N(C)C)n2)nnc1-c1cccnc1,-0.1,0.0,9,0
CC1=C(C#N)C(C(F)(F)F)(C(F)(F)F)N=C(c2cccnc2)N1,-0.1,2.1,6,4
O=C(NCCO)c1cccnc1Oc1ccc(Cl)cc1,-0.1,-0.2,0,17
O=C1CC2c3ccccc3C1C1C(=O)N(c3ccc(Cl)c(Cl)c3)C(=O)C21 (stereo unspecified),-0.2,0.1,-1,4
Cc1cccc(NC(=O)CN2C(=O)C3C4C=CC(C4)C3C2=O)c1 (stereo unspecified),0.0,-0.8,-3,-4
CCOC(=O)N/N=C/c1ccc(N2CCOCC2)s1,0.0,0.6,-4,5
Cc1cccc(C)c1N(CC(=O)N1CCCC1)S(C)(=O)=O,0.5,-1.3,15,7
COc1ccc(C2=NN(c3nc(-c4ccccc4)c4cc(Br)ccc4n3)C(c3cccc(Br)c3)C2)cc1 (stereo unspecified),0.0,0.8,5,-1
COc1ccc(-c2cc(C(N)=O)ccn2)cc1,-0.1,-0.2,0,-1
COc1ccc(NC(=O)/C(=C/c2ccc([N+](=O)[O-])cc2)NC(=O)c2ccccc2OC)cc1,-0.2,2.3,-9,4
Cc1nc2cc(S(=O)(=O)Nc3ccccc3)ccc2n1-c1ccccc1,-0.2,1.5,4,4
O=C(Nc1ccccc1-c1ccccc1NC(=O)c1cccs1)c1cccs1,-0.1,0.1,14,4
Cc1nc(N(C)c2ccc(C(C)C)cc2)c2c(C)c(C(=O)Nc3cc(C)on3)sc2n1,0.1,0.0,-4,-10
COCc1[nH]nc2c1C(c1ccc(OC)cc1)C(C#N)=C(N)O2 (stereo unspecified),0.0,1.4,-13,11
CCc1ccc(C2=C(O)c3ccccc3C(=O)C2=O)cc1,0.0,-0.3,0,8
CCOC(=O)c1ccc(N2CCN(c3cccc(Cl)c3)CC2)c(NC(=O)Nc2ccc(OC)cc2OC)c1,0.6,-1.3,-14,5
O=C(CN(c1cccc(C(F)(F)F)c1)S(=O)(=O)c1ccccc1)NCc1ccccc1,0.0,1.1,3,-2
Cc1ccccc1CC(C1CCN(C(=O)c2cnoc2C)CC1)N(C)C(=O)C1CCC1 (stereo unspecified),-0.1,-0.5,-10,-6
CCOC(=O)N1CCC(N(CCN(C)C)C(=S)Nc2ccccc2OC)CC1,0.2,-0.2,-9,6
Cc1ccc(NC(=O)/C(C#N)=C\c2ccc3c(c2)OCO3)cc1C,0.0,0.0,-7,-14
COc1cc(OC)cc(C(=O)N(C(=O)N2CCCCC2)c2ccccc2)c1,0.1,3.7,1,4
O=[N+]([O-])c1cccc(/C=C2\CCc3cnc4nnnn4c32)c1,-0.1,1.0,12,7
CN(C(=O)c1ccc2ncsc2c1)c1ccccc1,0.1,-0.3,-1,-3
Cc1cc(N(C)/N=C/c2cccc([N+](=O)[O-])c2)nc(-c2ccccc2O)n1,0.0,-0.4,2,3
CC(=O)N/C(=C/c1ccccc1)C(=O)N1CCc2ccccc21,0.2,0.0,4,10
NC(C(=O)O)c1ccc(C(=O)O)c(C(=O)O)c1 (stereo unspecified),-0.1&-0.1,0.5&-0.3,nt,-8&6
COc1cc(C(=O)NNC(=O)c2ccc(C(C)(C)C)cc2)cc(OC)c1OC,-0.2,0.4,-3,-6
O=C(c1sc2ccccc2c1Cl)N1CCc2ccccc2C1,0.0,0.6,-35,3
COc1cc(C(=O)Nc2ccc3c(c2)N(C(C)=O)c2ccccc2CC3)cc(OC)c1OC,-0.1,4.7,-2,12
Cc1cc(=O)[nH]c(N2CCN(C(c3ccccc3)c3ccccc3)CC2)n1,0.0,0.6,3,10
Nc1nc(N2CCCCC2)nc(N(c2ccccc2)c2ccccc2)n1,0.0,0.0,0,1
Cc1cc(=O)nc2c3ccccc3n(CC(=O)N3CCN(c4ccc(Cl)cc4)CC3)n12,0.1,-0.3,2,-10
O=C1NC2=C(C(=O)N(CCN3CCCC3)C2)C(c2ccccc2)N1 (stereo unspecified),0.2,-0.4,-3,16
Cc1nc(N2CCCC(NC3CCOC3)CC2)nc2cc(S(C)(=O)=O)ccc12 (stereo unspecified),-0.1,0.5,-2,-3
Cc1cc(C)cc(OCC(=O)N/N=C/c2ccc(I)o2)c1,-0.1,4.0,2,5
CCC(=O)Nc1ccc2c(c1)CCN2C(=O)C1CC1,0.2,-0.7,-6,4
CCC(Cc1ccccc1)NS(=O)(=O)c1ccc(F)c(C(=O)Nc2cccc(Cl)c2Cl)c1 (stereo unspecified),0.4,-0.8,-3,-8
CCOC(=O)C1=C(C)Nc2nnnn2C1c1ccc(Br)cc1 (stereo unspecified),-0.1,-0.1,-9,0
Cc1sc2nc(C)n(Cc3csc(-c4ccc(Cl)cc4)n3)c(=O)c2c1C,0.1,0.1,-14,4
COc1cc(/C=N/n2cnnc2)ccc1OC(=O)c1ccccc1F,0.1,1.3,2,10
CCOC(=O)/C(C#N)=C/c1c(Oc2ccc(F)cc2)nc2ccccn2c1=O,-0.1,-0.8,6,-2

More records follow.
Below each SMILES – FBW7 activator | GPR151 activ | TEAD-YAP inh | MITF inh
- CC#CCN1c2ccccc2[C@]23CCC(=O)N(CCCOC(C)C)C2=NC(C(=O)OC)=C(C(=O)OC)[C@H]13
→ 0.0 | 2.4 | nt | 5
- CC1(C)CC(=O)C(C(C2=C(O)CC(C)(C)CC2=O)c2cc([N+](=O)[O-])ccc2O)C(=O)C1 (stereo unspecified)
→ 0.1 | 0.6 | 2 | 16
- O=C(Nc1ccc(Br)cc1)c1ccc(F)c(S(=O)(=O)NCC2CCCO2)c1 (stereo unspecified)
→ -0.1 | 0.6 | 50* | 1
- CCn1cc(C(=O)NCCN2Cc3ccccc3OC(c3ccccc3OC)C2)cn1 (stereo unspecified)
→ 0.0 | -1.1 | 0 | 10
- COc1ccccc1CNC(=O)NCc1noc2ccccc12
→ -0.1 | 0.5 | -7 | -1
- CC(=O)N1CCc2c(sc(NC(=O)c3cccs3)c2C#N)C1
→ -0.1 | 1.1 | -17 | -16
- CC(C)Cc1cn[nH]c1C1CCCN(C(=O)C2CCOC2)C1 (stereo unspecified)
→ 0.1 | 0.5 | -8 | -2
- Cc1ccc(-c2nc(C)c(CCNS(=O)(=O)c3ccccc3F)s2)cc1
→ 0.1 | -0.7 | -14 | 2
- O=C(CSc1nnc(-c2ccco2)o1)NC1CC2CCC1C2 (stereo unspecified)
→ 0.6 | -1.1 | 1 | 14
- CN(C)CCCN1C(=O)C(=O)/C(=C(\O)c2ccc(F)cc2)C1c1cccc(Br)c1 (stereo unspecified)
→ -0.1 | 0.2 | 6 | 6
- COC(=O)c1c(NC(=S)NCc2ccccn2)sc(C(=O)N(C)C)c1C
→ -0.4 | 0.1 | -13 | -4
- C=CCOc1ccc(/C(O)=C2/C(=O)C(=O)N(CCN(CC)CC)C2c2ccc(F)cc2)c(C)c1 (stereo unspecified)
→ 0.1 | 0.9 | -2 | 3
- CCOC(=O)C(NC(=O)c1sc2ncn(CC)c(=O)c2c1C)C(=O)OCC
→ 0.3 | 0.9 | -8 | 9
- COc1cc(Nc2nc(NCc3ccc4c(c3)OCO4)ncc2C)cc(OC)c1OC
→ -0.1 | -0.8 | 13 | 5
- CC(C)[C@H](NC(N)=O)C(=O)NCCc1ccc(Cl)cc1
→ -0.3 | 3.4 | 0 | 0
- C#CCN1C(=O)CC[C@@]23C1=NC(C(=O)OC)=C(C(=O)OC)[C@@H]2N(Cc1ccccc1)c1ccccc13
→ 0.0 | 0.1 | nt | 7
- COc1ccccc1CNC(=O)C(=O)Nc1nccs1
→ -0.3 | -0.3 | -7 | 2
- COc1ccc2c(c1)CC(C(=O)Nc1ccc(-c3cn[nH]n3)cc1)CO2 (stereo unspecified)
→ 5.9* | 0.6 | 0 | -16
- CCOC(=O)c1ccc(OCC2c3cc(OC)c(OC)cc3CCN2C(=O)C(C)(C)C)cc1 (stereo unspecified)
→ -0.1 | -0.1 | -12 | 4
- O=C(Cc1ccccc1Cl)NCC1CCC2(CCN(C(=O)c3ccoc3)CC2)O1 (stereo unspecified)
→ 0.4 | 0.0 | -9 | 15

Entries shown so far that have a furan ring, fused or not:
Below each SMILES – FBW7 activator | GPR151 activ | TEAD-YAP inh | MITF inh
- Cc1cc(C)cc(OCC(=O)N/N=C/c2ccc(I)o2)c1
→ -0.1 | 4.0 | 2 | 5
- O=C(CSc1nnc(-c2ccco2)o1)NC1CC2CCC1C2 (stereo unspecified)
→ 0.6 | -1.1 | 1 | 14
- O=C(Cc1ccccc1Cl)NCC1CCC2(CCN(C(=O)c3ccoc3)CC2)O1 (stereo unspecified)
→ 0.4 | 0.0 | -9 | 15

(listing goes on)
Below each SMILES – FBW7 activator | GPR151 activ | TEAD-YAP inh | MITF inh
- O=C(Nc1ccc2c(c1)OCCO2)C1CCC1
→ -0.4 | 0.6 | -8 | 23
- COc1cccc(CC2(CO)CCCN(C(=O)c3n[nH]c4c3CCCC4)C2)c1 (stereo unspecified)
→ -0.1 | 0.2 | 2 | 10
- O=C1NC(=O)N(c2ccccc2)C(=O)/C1=C\c1cccc([N+](=O)[O-])c1
→ 0.1 | -1.4 | 6 | 13
- Cc1sc(NC(=O)c2ccccc2)c(C(=O)NCCOCCO)c1C
→ -0.2 | 0.2 | 2 | 0
- COc1ccc(OC)c2[nH]c(=O)c(CCNC(=O)C(=O)c3c(C)[nH]c4ccccc34)cc12
→ 0.0 | -0.3 | -3 | 23
- CC(C)Oc1cccc(C(=O)C2CCCN(C(=O)Cc3cnc4ncnn4c3)C2)c1 (stereo unspecified)
→ 0.1 | 1.4 | 5 | 9
- CCOC(=O)Oc1c(C(=O)c2ccccc2)cc2c(C)cc(=O)oc2c1C
→ 0.1 | 0.8 | 13 | 4
- CCCCOC(=O)CCc1c(C)noc1C
→ 0.5 | 1.7 | 2 | -11
- COc1ccc(N2C(=O)CSC2c2cccc([N+](=O)[O-])c2O)cc1 (stereo unspecified)
→ -0.1 | -0.1 | -6 | 8
- O=C(Cn1c(=S)[nH]c2ccccc2c1=O)NCc1cccs1
→ 0.1 | 4.0 | 10 | -1
- Cc1cccc(C(=O)N2CCN3C(=O)[C@@H](C)NC(=O)[C@H]3C2)c1
→ 0.2 | 0.0 | -4 | 14
- CC/C(=N\O)c1ccc(OCc2ccccc2)cc1OC
→ -0.1 | -1.1 | -28 | 2
- COC(=O)c1ccc(C(=O)OC)c(NC(=O)c2ocnc2C)c1
→ 0.1 | 1.6 | -12 | 2
- NC(=O)c1c(NC(=O)c2cc(Br)ccc2Cl)sc2c1CCC2
→ -0.1 | -1.7 | -3 | -15
- O=C(Nc1ccc(F)cc1)N1CCC(CNS(=O)(=O)c2ccccc2)CC1
→ 0.2 | -1.2 | -9 | 39
- Cc1cc(C)n(C(=O)c2ccc(C)c([N+](=O)[O-])c2)n1
→ 0.7 | -0.7 | 0 | 4
- CC(C)COC(=O)OCN1C(=O)CN(CCN2CC(=O)N(COC(=O)OCC(C)C)C(=O)C2)CC1=O
→ 0.2 | -2.7 | -6 | -5
- Cc1cccc(N(CC(=O)NC2CCCCC2)C(=O)CCC(=O)Nc2nccs2)c1C
→ 0.1 | 0.0 | -1 | 16
- COc1ccc(-c2c(C#N)c(N)nc(SCC(=O)c3ccc(O)c(O)c3)c2C#N)cc1
→ 0.0 | 0.7 | -4 | 11
- CCCOc1ccc(C2NC(=O)NC(C)=C2C(=O)OCCc2ccccc2)cc1OC (stereo unspecified)
→ 0.2 | 0.3 | -9 | 7
- O=C(Nc1ccc(Cl)cc1)NC1(C(=O)Nc2ccc3c(c2)OCCO3)CCCCC1
→ 0.1 | 0.3 | -2 | 10
- CC(C(=O)NCCN(C)C)n1c2ccccc2c2cnn(C)c(=O)c21 (stereo unspecified)
→ 0.1 | -0.6 | 3 | 2
- CCC(C)NC(=O)CCC(=O)N1CC(C)Oc2ccc(C)cc21 (stereo unspecified)
→ -0.3 | 0.0 | -2 | 6
- Cc1noc(C)c1-c1nc(Nc2ccc(Oc3ccccc3)cc2)c2ncn(CCN3CCCC3=O)c2n1
→ 0.0 | -1.5 | -12 | 7
- CCOC(=O)C1(Cc2ccc(Cl)cc2)CCN(C(=O)CCOC)CC1
→ 0.0 | 0.6 | 7 | -4
- Cc1ccc(N2C3=C(C(=O)CC(C)(C)C3)C(c3cccs3)C3=C2CC(C)(C)CC3=O)cc1C
→ -0.2 | 0.2 | -3 | -10
- CCC(=O)N(c1ccc(C(C)C)cc1)C1C=CS(=O)(=O)C1 (stereo unspecified)
→ -0.1 | -0.2 | -4 | -6
- CC1=C(C(=O)Nc2cc(C)ccn2)C(c2cc(C)sc2C)C2=C(CC(c3ccccc3)CC2=O)N1 (stereo unspecified)
→ 0.1 | 0.3 | 8 | -5
- COc1ccc(-c2noc(N3CCN(C(=O)c4ccco4)CC3)n2)cc1
→ 0.0 | -0.9 | -8 | 9
- CCC(C)NC(=S)N1CCN(Cc2ccc3c(c2)OCO3)CC1 (stereo unspecified)
→ 0.2 | -0.4 | -4 | 5
- O=S(=O)(c1ccc(Br)cc1)N1CCCC(COCc2ccccc2)C1 (stereo unspecified)
→ 0.0 | 0.2 | 11 | -5
- Cc1cccnc1N/C=C1/CCCCC1=O
→ 0.4 | 0.0 | 2 | -5
